Source: PubChem BioAssay
Vif-A3F inh = qHTS for Inhibitors of Vif-A3F Interactions: qHTS | 390,000 tested, 0.2% active | Potency, µM (series often up to 46.1 µM), without a hit: at the highest dose activity, negative = active | AID 602313, 2012 | HeLa A3F-eYFP + Vif (tagged APOBEC3F with the HIV-1 protein that degrades it), YFP fluorescence increase; note: potency is the fitted concentration of half-maximal effect; % of control where 0% means no effect; nearly all actives have a fitted effect of over 65% in size
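HeLa cells stably expressing A3F-eYFP plus Vif, plated and incubated overnight at 37 deg C, then exposed to compounds overnight at 37 deg C. Blocked degradation read as raised yellow fluorescence (Ex 488/Em 500-530).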
D2 antagonist = HTS Assay for Allosteric Antagonists of the Human D2 Dopamine Receptor: Primary Screen for Antagonists; HEK293 TREx D2 cells, calcium flux, dopamine EC80; inhibition, % at 10 µM; 340,000 tested, 2% active; AID 485344, 2010; in the data active = inhibition above about 30%; note: 0% is about no effect
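Dopamine at EC80 is the agonist stimulus; test compounds precede it by 180 s. Calcium flux read kinetically in a force-coupled, inducible HEK293 T-REx D2 cell line.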
ERG Ets-DNA blk = qHTS for Small Molecule Inhibitors of the ERG Ets/DNA interaction; Transcriptional regulator ERG (Homo sapiens), P11308; fluorescence polarization, His-ERG Ets domain / labelled DNA; Potency, µM (titrated, usually from 76.9 µM), for the others: top-dose FP activity, negative = inhibition, most hits filed as inhibitors; 370,000 tested, 0.028% active; AID 624246, 2012; active = well fitted inhibition curve with a large enough effect in the polarisation, with a control signal flat; inconclusive = small, poorly fitted or top-dose-only effect, or effect the other way, or a change in a side signal; inactive = no such curve, though single readings can be large or run the other way; the % refers to the polarisation;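 note: polarization taken with two DNA probes labelled with fluorescein and Texas red; potency is the fitted concentration of half-maximal effect; % of control where 0% means no effect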
Target sequence (P11308 whole entry, looked up, the tested form may be a part): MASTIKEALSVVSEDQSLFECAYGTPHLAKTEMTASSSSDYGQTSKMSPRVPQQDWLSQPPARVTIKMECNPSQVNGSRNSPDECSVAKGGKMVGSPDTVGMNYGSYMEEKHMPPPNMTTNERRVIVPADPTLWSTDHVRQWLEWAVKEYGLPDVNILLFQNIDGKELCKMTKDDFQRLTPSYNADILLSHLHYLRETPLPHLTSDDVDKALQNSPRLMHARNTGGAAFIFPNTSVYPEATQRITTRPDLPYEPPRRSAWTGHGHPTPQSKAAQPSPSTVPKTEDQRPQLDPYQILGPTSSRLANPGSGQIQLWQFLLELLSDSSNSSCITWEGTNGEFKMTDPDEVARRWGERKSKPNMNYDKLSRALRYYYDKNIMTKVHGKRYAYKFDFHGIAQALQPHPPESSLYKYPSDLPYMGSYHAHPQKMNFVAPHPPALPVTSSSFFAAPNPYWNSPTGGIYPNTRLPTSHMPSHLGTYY
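His-tagged ERG Ets domain (1 uM in the protein solution; 300mM KCl, 50mM Tris-HCl, 1mM EDTA, 1mM DTT, pH 7.5) received compound, then a probe mix of 5 nM fluorescein-DNA and 100nM Texas-615-DNA. Fluorescence polarization was read for both dyes.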
LDHA block = qHTS assay for inhibitors of human lactate dehydrogenase; purified LDHA, NADH/diaphorase-resazurin fluorescence; hits give low values; AID 1347041, 2019; 480,000 tested, 0.15% active; activity change, % (values are at about 110 or 230 µM); in the data active = activity change below about -30%; inconclusive = mostly about -25% to -30%;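 note: plate controls were DMSO wells for no effect and wells without enzyme for full effect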
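Remaining NADH was detected by diaphorase (0.133 mg/mL) converting 37 µM resazurin to fluorescent resorufin, read at 0 and 20 minutes. The preceding 5-minute room-temperature reaction used 2 nM LDHA, 0.2 mM sodium pyruvate and 0.06 mM NADH at pH 7.4.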
Vif-A3G inh = qHTS for Inhibitors of Vif-A3G Interactions: qHTS; DNA dC->dU-editing enzyme APOBEC-3G (Homo sapiens), Q9HC16; 410,000 tested, 0.076% active; Potency, µM (series often up to 46.1 µM), without a hit: at the top dose activity, negative = active, actives largely listed as inhibitors; HeLa A3G-eYFP + Vif (tagged APOBEC3G with the HIV-1 protein that degrades it), YFP fluorescence, overnight;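 note: potency is the fitted concentration of half-maximal effect; % is set by controls: 0 for no effect and ±100 for the full control effect; nearly all actives have a fitted effect of over 60% in size; hits raise eYFP signal because A3G escapes Vif-driven loss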
Target sequence (Q9HC16 whole entry, looked up): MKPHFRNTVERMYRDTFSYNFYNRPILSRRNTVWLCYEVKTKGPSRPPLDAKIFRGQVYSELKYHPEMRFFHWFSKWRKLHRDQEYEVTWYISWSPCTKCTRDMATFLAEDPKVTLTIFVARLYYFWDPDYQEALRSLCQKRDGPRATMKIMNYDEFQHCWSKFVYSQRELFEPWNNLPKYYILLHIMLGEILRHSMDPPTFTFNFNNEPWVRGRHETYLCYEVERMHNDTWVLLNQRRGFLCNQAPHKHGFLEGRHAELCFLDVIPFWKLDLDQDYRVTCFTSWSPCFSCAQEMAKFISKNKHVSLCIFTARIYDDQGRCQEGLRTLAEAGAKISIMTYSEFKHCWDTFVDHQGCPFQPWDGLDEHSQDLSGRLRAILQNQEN
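HeLa cells stably expressing Vif and C-terminally eYFP-tagged A3G, seeded overnight at 37 deg C, then exposed to compound by pintool overnight at 37 deg C. Rise in yellow fluorescence (Ex 488/Em 500-530, Acumen) marks blocked Vif-driven A3G degradation.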
Glioma ERSR ind = qHTS for Inducers of the Endoplasmic Reticulum Stress Response (ERSR) in Human Glioma: qHTS. U87-MG GRP78 promoter luciferase reporter, 16 h. 420,000 tested, 0.02% active. AID 602332, 2012. Potency, µM, inactives show top-dose activation, usual class: activators; note: potency is the fitted concentration of half-maximal effect; series mostly up to about 76 µM; % of control where 0% means no effect; nearly all actives have a fitted effect of over 35% in size
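Stably transfected U87-MG glioma cells carrying a GRP78-based luciferase sensor; 16 h compound incubation. Luminescence end-point read 10 min after Bright-Glo addition at room temperature.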
D2 ag = HTS Assay for Allosteric Agonists of the Human D2 Dopamine Receptor: Primary Screen for Agonists; HEK293 T-REx D2 cells, calcium flux agonist mode; 340,000 tested, 0.53% active; activation, % at 2 µM; AID 485358, 2010;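 active = activation over 3 SD above normal in the single-dose calcium agonist read, cut at about 30% in these data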; note: 0% is about no effect
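HEK293 Trex D2 cells, tetracycline-induced, o/n 30 C 5% CO2; no-wash Ca dye, RT 30–90 min; 10-cycle baseline, 23 nl cpd added, kinetic Ca read 180 s; agonist hits = positive Ca response.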
RGS4 inhibitor = Inhibitors of Regulator of G Protein Signaling (RGS) 4: qHTS | Regulator of G-protein signaling 4 (Homo sapiens), P49798 | Transcreener GDP fluorescence polarization, RGS4-accelerated GTP hydrolysis | Potency, µM (highest dose often 114 µM), for the others: top-dose activity change, negative = inhibition, actives largely listed as inhibitors | 390,000 tested, 0.039% active | AID 504845, 2011; note: potency is the fitted concentration of half-maximal effect; % is set by controls: 0 for no effect and ±100 for the full control effect; nearly all actives have a fitted effect of over 75% in size; some results filed as inactive show a strong effect at the top dose
Target sequence (P49798 whole entry, looked up): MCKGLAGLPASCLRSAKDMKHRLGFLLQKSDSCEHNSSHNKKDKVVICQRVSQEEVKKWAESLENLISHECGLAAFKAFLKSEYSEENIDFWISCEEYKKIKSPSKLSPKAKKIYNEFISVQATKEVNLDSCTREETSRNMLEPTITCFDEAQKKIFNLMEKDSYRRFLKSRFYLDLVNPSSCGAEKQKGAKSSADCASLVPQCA
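MLSMR compounds (23 nl, pin-transferred) preincubated 10 min at room temperature with a 500nM (2x) first reagent, then RGS4 at 900nM (2x) plus Transcreener GDP mix added; fluorescence polarization (620/688 nm) read before and after 90 min at 30 °C.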
12-LOX inh = Primary qHTS assay for inhibitors of human arachidonate 12S-lipoxygenase (ALOX12): Round 2. purified 12hLO, xylenol orange hydroperoxide absorbance. Potency, µM (top dose mostly 108 µM), inactives show at the highest dose activity change, negative = inhibition, hits mostly inhibitors. 580,000 tested, 1.1% active. AID 1671190, 2021; note: potency is the fitted concentration of half-maximal effect; % is set by controls: 0 for no effect and ±100 for the full control effect
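Purified human 12hLO (150 nM final) in 25 mM Hepes, 0.01% Triton X-100, pH 7.0 was preincubated 15 min at room temperature with compound. Then 40 uM arachidonic acid was added, 30 min. Hydroperoxide was read by Fe-XO absorbance ratio 573/405 nm.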
* = called active by the depositor; [ ] = remark or other dose. Unless noted, calls come from the whole dose curve; as a rule, active = well fitted curve in the direction sought with a large enough effect; inconclusive = small, poorly fitted or top-dose-only effect, or another doubt; inactive = no such curve, though single readings can be large; an effect the other way counts as inactive or inconclusive. The list is partial; count on the stated rates, not on these rows.

Screening O=C(CN1CCN(c2ccc(Cl)cc2)CC1)Nc1cccc(F)c1 returned Vif-A3F inh 3%, D2 antagonist 11, ERG Ets-DNA blk -9%, LDHA block 0, Vif-A3G inh -1%, Glioma ERSR ind 6%, D2 ag 1.1, RGS4 inhibitor 16% and 12-LOX inh 0%.
`Cc1ccc(NS(=O)(=O)c2cccc(C(=O)NCC(c3cccs3)N3CCOCC3)c2)cc1` (stereo not given) gave Vif-A3F inh 9%, D2 antagonist -5, ERG Ets-DNA blk -8%, LDHA block -1, Vif-A3G inh -1%, Glioma ERSR ind -4%, D2 ag 0.2, RGS4 inhibitor -10% and 12-LOX inh inconclusive.
Screening CCCC12CN(C(=O)c3ccc(OC)cc3)CC(C)(CN(C(=O)c3ccc(OC)cc3)C1)C2=O returned Vif-A3F inh -7%, D2 antagonist 1, ERG Ets-DNA blk -3%, LDHA block -6, Vif-A3G inh -3%, Glioma ERSR ind -2%, D2 ag 0.1, RGS4 inhibitor 2% and 12-LOX inh 143%[activator].
For Cc1cc(NC(=O)COC(=O)C2COc3ccccc3O2)no1 (stereo not given) the results were Vif-A3F inh 0%, D2 antagonist 4, ERG Ets-DNA blk 3%, LDHA block -6, Vif-A3G inh 0%, Glioma ERSR ind -3%, D2 ag -0.2, RGS4 inhibitor 14% and 12-LOX inh 9%.
For CC(=O)Nc1cccc(C(=O)N(CCc2ccccc2)Cc2ccccc2)c1 the results were Vif-A3F inh -4%, D2 antagonist 1, ERG Ets-DNA blk -7%, LDHA block -6, Vif-A3G inh -2%, Glioma ERSR ind 4%, D2 ag -0.4, RGS4 inhibitor 3% and 12-LOX inh 4%.
`O=C(N/N=C/c1cccnc1)c1cccc(F)c1` gave Vif-A3F inh 3%, D2 antagonist -3, ERG Ets-DNA blk 19%, LDHA block -3, Vif-A3G inh 0%, Glioma ERSR ind 5%, D2 ag -2.9, RGS4 inhibitor -14% and 12-LOX inh 87%[activator].
For CC(C)Cc1nnc(NC(=O)c2cc(-c3ccncc3)nc3ccccc23)s1 the results were Vif-A3F inh 6%, D2 antagonist 3, ERG Ets-DNA blk 1%, LDHA block 2, Vif-A3G inh 0%, Glioma ERSR ind -5%, D2 ag 0.6, RGS4 inhibitor 1% and 12-LOX inh -1%.
N#CCC(=O)Nc1ccc(C(=O)OCC(=O)Nc2ccccc2Sc2ccccc2)cc1 was read as Vif-A3F inh -25%, D2 antagonist 11, ERG Ets-DNA blk 11%, LDHA block -2, Vif-A3G inh -3%, Glioma ERSR ind -2%, D2 ag 0.9, RGS4 inhibitor -19% and 12-LOX inh 11%.
For CC1=C(C)C(=O)C(N2CCOCC2)=CC1=O the results were Vif-A3F inh -19%, D2 antagonist -3, ERG Ets-DNA blk -7%, LDHA block 12, Vif-A3G inh -7%, Glioma ERSR ind 1%, D2 ag -1.0, RGS4 inhibitor 3% and 12-LOX inh -25%.
`COc1ccc(NC(=O)c2cc(C3CCCCN3C(=O)OCc3ccccc3)on2)c(C)c1` (stereo not given) gave LDHA block -4, Vif-A3G inh -1%, Glioma ERSR ind -2% and 12-LOX inh 4%.
COc1ccc(NC(=O)C(=O)Nc2cccc3ccccc23)c(OC)c1 was read as Vif-A3F inh 1%, D2 antagonist -2, ERG Ets-DNA blk 0%, LDHA block -8, Vif-A3G inh 1%, Glioma ERSR ind -3%, D2 ag 0.8, RGS4 inhibitor 18% and 12-LOX inh 58%[activator].
`CC1(C(=O)NS(=O)(=O)Cc2ccccc2C(F)(F)F)CCN1C(=O)c1ccccc1` (stereo not given) gave LDHA block 2, Vif-A3G inh -1%, Glioma ERSR ind -3% and 12-LOX inh -8%.
COc1ccc(NC(=O)c2sccc2SCc2cccc(C(F)(F)F)c2)cc1 was read as Vif-A3F inh -3%, D2 antagonist -4, ERG Ets-DNA blk -11%, LDHA block -1, Vif-A3G inh 0%, Glioma ERSR ind 5%, D2 ag -0.8, RGS4 inhibitor -3% and 12-LOX inh 6%.
Cc1ccc2nc(N3CCN(c4ccccc4F)CC3)c(C=O)c(=O)n2c1 was read as Vif-A3F inh 2%, D2 antagonist 14, ERG Ets-DNA blk 1%, LDHA block -5, Vif-A3G inh 2%, Glioma ERSR ind -3%, D2 ag -0.2, RGS4 inhibitor 13% and 12-LOX inh -27%.
CCCC1S/C(=N/N=C/c2ccc(OC)cc2)N(Cc2ccccc2)C1=O (stereo not given) was read as D2 antagonist 6, ERG Ets-DNA blk 3%, LDHA block -9, Vif-A3G inh 1%, Glioma ERSR ind 0%, D2 ag 9.2, RGS4 inhibitor -38% and 12-LOX inh 23%.
Screening CS(=O)(=O)N(CC(=O)NC1CC1)c1cccc(F)c1 returned Vif-A3F inh -12%, D2 antagonist 8, ERG Ets-DNA blk -3%, LDHA block -4, Vif-A3G inh 0%, Glioma ERSR ind -8%, D2 ag -0.6, RGS4 inhibitor 4% and 12-LOX inh -7%.
COc1cccc(C(=O)Nc2cccc(-c3nnc(-c4ccccc4)o3)c2)c1 was read as Vif-A3F inh -2%, ERG Ets-DNA blk -1%, LDHA block -1, Vif-A3G inh -22%, Glioma ERSR ind 2%, RGS4 inhibitor -23%[56.9 µM] and 12-LOX inh 130%[activator].
`Cc1cc(C(=O)CS(=O)(=O)c2ccc(Cl)cc2)cc(C)c1O` gave Vif-A3F inh 7%, D2 antagonist 4, ERG Ets-DNA blk 1%, LDHA block 8, Vif-A3G inh 1%, Glioma ERSR ind -1%, D2 ag -0.5, RGS4 inhibitor -12% and 12-LOX inh inconclusive.
Screening COC(=O)C1CCN(C(=O)COC(=O)c2cc(-c3cccs3)nn2-c2ccccc2)CC1 returned Vif-A3F inh -16%, D2 antagonist 2, ERG Ets-DNA blk 0%, LDHA block -1, Vif-A3G inh 0%, Glioma ERSR ind -6%, D2 ag -0.2, RGS4 inhibitor -2% and 12-LOX inh -16%.
COc1cc(OC)c(NC(=O)CN(C)S(=O)(=O)c2ccc3c(c2)CCCC(=O)N3)cc1Cl was read as Vif-A3F inh 1%, ERG Ets-DNA blk 4%, LDHA block 1, Vif-A3G inh 4%, Glioma ERSR ind -3%, RGS4 inhibitor 7% and 12-LOX inh inconclusive.
`CC(=O)Cn1c(CN2CCCC2)nc2ccccc2c1=O` gave Vif-A3F inh 6%, D2 antagonist 35*, ERG Ets-DNA blk -2%, LDHA block -4, Vif-A3G inh 2%, Glioma ERSR ind 0%, D2 ag 0.6, RGS4 inhibitor -7% and 12-LOX inh -15%.
`C=CCOc1ccc(/C=C/C(=O)OCC(=O)NCC(=O)Nc2c(C)cc(C)cc2C)cc1` gave Vif-A3F inh -26%, D2 antagonist -2, ERG Ets-DNA blk 9%, LDHA block -6, Vif-A3G inh 2%, Glioma ERSR ind 0%, D2 ag -0.8, RGS4 inhibitor 18% and 12-LOX inh -23%.
CCOC(=O)/C(C#N)=c1/s/c(=C2\C=Cc3ccccc3N2CC)c(=O)n1CC was read as Vif-A3F inh 2%, D2 antagonist -2, ERG Ets-DNA blk 17%, LDHA block 2, Vif-A3G inh -2%, Glioma ERSR ind -5%, D2 ag -0.7, RGS4 inhibitor -43% and 12-LOX inh 0%.
For CCc1ccc(NC(=O)c2ccc(CN3CC(=O)N4CCCCC4C3=O)cc2)cc1 (stereo not given) the results were Vif-A3F inh -9%, ERG Ets-DNA blk 2%, LDHA block -12, Vif-A3G inh 4%, Glioma ERSR ind 2%, D2 ag 0.2, RGS4 inhibitor 2% and 12-LOX inh inconclusive.
For NC(=S)NC(=O)c1ccccc1 the results were Vif-A3F inh 5%, D2 antagonist 2, ERG Ets-DNA blk -10%, LDHA block -8, Vif-A3G inh 1%, Glioma ERSR ind -1%, D2 ag 0.2, RGS4 inhibitor -12%[56.9 µM] and 12-LOX inh inconclusive.
For COc1ccc(C(=O)NCc2ccc(C(=O)NCC(OC)OC)cc2)cc1OC the results were Vif-A3F inh 4%, D2 antagonist -4, ERG Ets-DNA blk 0%, LDHA block -3, Vif-A3G inh -3%, Glioma ERSR ind -4%, D2 ag -0.3, RGS4 inhibitor -21% and 12-LOX inh 0%.
`COc1cccc(CNc2nc3cc(-c4ccc(F)cc4)sc3c(=O)n2C)c1` gave LDHA block -8, Vif-A3G inh 1%, Glioma ERSR ind -2% and 12-LOX inh 1%.

2 records drawn at random from the list so far, as already listed:
For NC(=S)NC(=O)c1ccccc1 the results were Vif-A3F inh 5%, D2 antagonist 2, ERG Ets-DNA blk -10%, LDHA block -8, Vif-A3G inh 1%, Glioma ERSR ind -1%, D2 ag 0.2, RGS4 inhibitor -12%[56.9 µM] and 12-LOX inh inconclusive.
For CCc1ccc(NC(=O)c2ccc(CN3CC(=O)N4CCCCC4C3=O)cc2)cc1 (stereo not given) the results were Vif-A3F inh -9%, ERG Ets-DNA blk 2%, LDHA block -12, Vif-A3G inh 4%, Glioma ERSR ind 2%, D2 ag 0.2, RGS4 inhibitor 2% and 12-LOX inh inconclusive.
